SSB-PriA inh – K. pneumoniae PriA-SSBct interaction inhibition | AlphaScreen SSBct-PriA binding, biotinylated peptide | inhibition, % at 33 µM | actives 0.6% (n = 430,000) | AID 1272365; in the data active means inhibition mostly above about 37%, no sharp cut-off; inactive means mostly below about 20%;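 further: plate controls were negative control peptide for no effect and reference peptide for full effect; strong numbers were not always called active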
VHR inh abs – DUSP3 (human) phosphatase inhibition; inhibition, % at 13.3 µM; P51452; recombinant VHR phosphatase, pNPP absorbance; actives 0.52% (n = 290,000); in the data active means inhibition above about 50%; further: some compounds called inactive have numbers as strong as hits
Target sequence (P51452 whole entry, looked up): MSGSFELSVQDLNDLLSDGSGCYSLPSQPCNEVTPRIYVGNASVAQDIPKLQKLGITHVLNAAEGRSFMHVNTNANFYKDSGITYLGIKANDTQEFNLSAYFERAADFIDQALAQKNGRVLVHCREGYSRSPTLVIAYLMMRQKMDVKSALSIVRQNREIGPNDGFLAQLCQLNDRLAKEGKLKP
BoNT A protease – BoNT A light chain protease inhibition | multiplex microsphere protease substrate cleavage, flow cytometry | inhibition, % at 10 µM | actives 0.17% (n = 360,000) | AID 588499; further: plate controls were buffer without enzyme for full effect and enzyme alone for no effect
CCHFV vOTU inh – blocks the CCHF virus ovarian tumor domain protease; CCHFV vOTU protease, Pep-AMC fluorescence; inhibition, % at 11.5 µM; actives 0.55% (n = 370,000); in the data active means inhibition above about 30%; further: 0% = vehicle wells with enzyme and 100% = no enzyme wells
PrPC TRFRET – reduces human prion protein on the cell surface; inhibition, % at 13.8 µM; cell surface PrPC, TR-FRET read-out; actives 0.43% (n = 370,000); AID 720596; P04156; in the data active means inhibition above about 24%; further: 0% = median of the test wells and 100% = reference compound wells
SARS 3CLpro inh – SARS-CoV 3CLpro protease inhibition. recombinant SARS-CoV 3CLpro, quenched FRET peptide cleavage. inhibition, % at 6 µM. actives 0.14% (n = 290,000). AID 1706; in the data active means inhibition above about 12%
Anthrax LF inh2 – anthrax lethal factor protease inhibition | P15917 | multiplex microsphere protease cleavage assay, LF | inhibition, % at 10 µM | actives 0.12% (n = 360,000); further: plate controls were buffer without enzyme for full effect and enzyme alone for no effect
Rv3671c inh – inhibitors of M. tuberculosis serine protease Rv3671c. P9WHR9. inhibition, % at 5.96 µM. actives 0.048% (n = 320,000). AID 2606; in the data active means inhibition above about 38%;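 further: extracellular domain of Rv3671c used as enzyme; 0% = enzyme with DMSO and 100% = no enzyme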
Target sequence (P9WHR9 whole entry, looked up, the tested form may be a part): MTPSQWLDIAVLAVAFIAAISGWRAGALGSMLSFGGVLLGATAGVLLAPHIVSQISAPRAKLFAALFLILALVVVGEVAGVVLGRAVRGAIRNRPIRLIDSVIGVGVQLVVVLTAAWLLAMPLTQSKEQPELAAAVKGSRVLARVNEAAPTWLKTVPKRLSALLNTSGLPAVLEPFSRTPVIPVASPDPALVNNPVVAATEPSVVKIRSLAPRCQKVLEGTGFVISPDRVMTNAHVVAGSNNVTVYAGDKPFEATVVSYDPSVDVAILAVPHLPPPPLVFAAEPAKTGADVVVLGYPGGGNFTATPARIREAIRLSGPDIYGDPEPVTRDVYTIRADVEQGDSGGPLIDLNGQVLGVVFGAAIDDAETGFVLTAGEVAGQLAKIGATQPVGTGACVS
BoNT F protease – BoNT F light chain protease inhibition; Multiplex microsphere protease cleavage assay, flow cytometry; inhibition, % at 10 µM; actives 0.22% (n = 360,000); in the data active means inhibition above about 35%, passing the limit was not always enough; inconclusive means no clear call, values can overlap the other calls; further: plate controls were buffer without enzyme for full effect and enzyme alone for no effect
MazF activator – increases E. coli MazEF RNase cleavage of RNA; P0AE70; FAM/BHQ RNA-DNA oligo cleavage fluorescence, 5 h; activation, % at 20 µM; actives 0.32% (n = 350,000); AID 504720; in the data active means activation above about 50%
Target sequence (P0AE70 whole entry, looked up): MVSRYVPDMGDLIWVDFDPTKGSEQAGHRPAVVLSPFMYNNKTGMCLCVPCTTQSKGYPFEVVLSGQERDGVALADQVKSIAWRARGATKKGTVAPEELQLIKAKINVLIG
* marks the source's active call; other numbers are inactive results; ? = inconclusive; · = not tested or not shown; & = joins results of further samples. Unless noted, no stated cut-off is given here; in the data, active means inhibition above about 30%; inconclusive means no clear call, values can overlap the other calls; inactive means below that. Some of the compounds tested, so the mix of outcomes need not match the whole.

SMILES | SSB-PriA inh | VHR inh abs | BoNT A protease | CCHFV vOTU inh | PrPC TRFRET | SARS 3CLpro inh | Anthrax LF inh2 | Rv3671c inh | BoNT F protease | MazF activator
COC(=O)c1cc(=O)n(Cc2cccs2)c(=NCc2cccs2)s1 | -11 | 25 | 0.2 | -7 | 5 | 4 | -4 | 4 | -6 | 12
O=C(Oc1cccc(-n2cnnn2)c1)c1ccccc1Cl | -8 | 26 | -0.6 | 19 | -6 | -1 | -2 | 13 | 1 | 4
CC1CCCN(S(=O)(=O)c2ccc3c(c2)c(=O)nc2ccccn23)C1 (centres undefined) | -19 | 34 | -1.5 | -78 | 5 | 0 | -8 | -2 | 10 | -17
O=C(CCNC(=O)c1ccccc1)Nc1ccc(S(=O)(=O)Nc2ncccn2)cc1 | 7 | · | 0.2 | 3 | -1 | · | 6 | -6 | 16 | -1
Fc1cc(F)nc(NCc2ccccc2)n1 | -13 | 83 | -1.9 | 6 | -2 | 2 | -5 | · | 8 | -2
Cc1cc(NC(=O)CSc2ncccc2C(=O)O)no1 | 3 | 3 | -1.6 | -8 | -1 | -2 | -6 | 0 | -2 | 6
CSc1nc(-c2ccc(Cl)cc2)nn1S(=O)(=O)c1ccc(Cl)cc1 | 1 | 22 | -0.1 | 2 | 1 | -9 | -3 | 8 | -16 | 8
COc1ccc2c(c1OC)C(=O)N1C2SC(C)(C)[C@H]1C(=O)NC1CC1 (some centres undefined) | -9 | 28 | 0.9 | -2 | -6 | 0 | 4 | 1 | -8 | -7
O=C(NCCc1ccccc1)c1cccc(NC(=O)C2CCC2)c1 | -15 | · | 0.4 | 3 | 0 | · | -5 | · | -2 | -2
COCCCN(C(=O)c1ccco1)c1nc(-c2cc(OC)ccc2OC)cs1 | -10 | 15 | -0.2 | -2 | 9 | -2 | -2 | -7 | -11 | 0
CC(C)C(=O)Nc1cccc(C(=O)OCC(=O)c2ccc(Cl)cc2Cl)c1 | -6 | 6 | 0.0 | -3 | 1 | 1 | -6 | -7 | -10 | 17
O=C(O)CC12CC3CC(C1)CC(n1cncn1)(C3)C2 | -10 | 21 | -0.4 | -2 | 1 | -5 | -8 | 3 | -3 | 7
O=C(O)CCC(=O)Nc1nc(-c2ccccc2)cs1 | -6&-6 | 14 | 0.9 | -2 | -1 | -5 | -1 | 4 | -3 | -2
CN(C)CCCNc1nc2cc(-c3ccccc3CO)sc2c(=O)n1C | · | · | -0.1 | 10 | 6 | · | -4 | · | -1 | ·
Clc1cc(Cl)c(OCc2nc(-c3ccccn3)no2)cc1Cl | -8 | -12 | 0.4 | -7 | -1 | 3 | 6 | 1 | 2 | 8
CN1C[C@@H]2C(c3ccc(C(F)(F)F)cc3)C3(c4cccnc4)CC2(C3)[C@H]1c1ccccc1 (some centres undefined) | 16 | 11 | -0.3 | 9 | -1 | · | -6 | -13 | -3 | 4
NS(=O)(=O)c1ccc(CCNC(=O)CNC(=O)Cc2cccc3ccccc23)cc1 | -2 | 6 | -4.2 | -7 | 4 | 2 | -16 | -3 | -39 | 5
CCCCOc1ccc(C(=O)N/C(=C/C=C/c2ccccc2)C(=O)O)cc1 | -10 | -12 | -0.3 | 29 | -9 | 4 | -3 | -7 | -2 | -3
COc1ccc(Cc2nc3ccc(C(=O)NC(C)Cc4ncccc4C)cc3o2)cc1OC (centres undefined) | 7 | 6 | 0.0 | 8 | 11 | 2 | 1 | -10 | -2 | 4
COc1ccc(NC(=O)c2ccc(COc3ccccc3Br)o2)c(OC)c1 | 1 | · | -0.9 | -3 | 11 | · | -11 | -9 | -20 | -7

Reprinted from the part before: 6 compounds; new compounds follow.
SMILES | SSB-PriA inh | VHR inh abs | BoNT A protease | CCHFV vOTU inh | PrPC TRFRET | SARS 3CLpro inh | Anthrax LF inh2 | Rv3671c inh | BoNT F protease | MazF activator
Clc1cc(Cl)c(OCc2nc(-c3ccccn3)no2)cc1Cl | -8 | -12 | 0.4 | -7 | -1 | 3 | 6 | 1 | 2 | 8
CN1C[C@@H]2C(c3ccc(C(F)(F)F)cc3)C3(c4cccnc4)CC2(C3)[C@H]1c1ccccc1 (some centres undefined) | 16 | 11 | -0.3 | 9 | -1 | · | -6 | -13 | -3 | 4
NS(=O)(=O)c1ccc(CCNC(=O)CNC(=O)Cc2cccc3ccccc23)cc1 | -2 | 6 | -4.2 | -7 | 4 | 2 | -16 | -3 | -39 | 5
CCCCOc1ccc(C(=O)N/C(=C/C=C/c2ccccc2)C(=O)O)cc1 | -10 | -12 | -0.3 | 29 | -9 | 4 | -3 | -7 | -2 | -3
COc1ccc(Cc2nc3ccc(C(=O)NC(C)Cc4ncccc4C)cc3o2)cc1OC (centres undefined) | 7 | 6 | 0.0 | 8 | 11 | 2 | 1 | -10 | -2 | 4
COc1ccc(NC(=O)c2ccc(COc3ccccc3Br)o2)c(OC)c1 | 1 | · | -0.9 | -3 | 11 | · | -11 | -9 | -20 | -7
CNC(=O)c1[nH]cnc1C(=O)N[C@@H](C)C(=O)OCc1ccccc1 | -2 | -4 | 0.3 | -10 | -1 | · | -3 | 9 | 8 | 7
CSc1ccc(C(=O)C2CCCN(C(=O)c3cccc(N4CCOCC4)c3)C2)cc1 (centres undefined) | -6 | 10 | -0.1 | 13 | 12 | 4 | 4 | 1 | -1 | -3
O=C(COc1ccccc1F)Nc1nnc(C2CCCC2)s1 | 10 | 20 | 0.6 | 7 | 0 | -4 | -2 | 3 | 2 | 1
Cc1ccc(C)n1-c1c(C(=O)NN)cnn1-c1ccccc1 | -1 | 28 | -0.2 | 1 | 0 | 5 | -1 | -2 | -2 | 3
CCc1cc(=O)oc2cc(OC(=O)CN3C(=O)NC4(CCCC4)C3=O)ccc12 | -11 | -3 | 2.0 | -340 | 3 | -2 | -2 | 1 | -1 | -1
CC(C)NC(=O)N(C)C[C@H]1Oc2c(NS(=O)(=O)c3cn(C)cn3)cccc2C(=O)N([C@H](C)CO)C[C@@H]1C | 10 | · | -0.3 | 5 | -6 | · | -2 | 0 | -4 | 4
CCOC(=O)C(CC)/C(C)=N\NC(=O)c1cccc(C)c1 (centres undefined) | · | 16 | -0.6 | -9 | -1 | 3 | 6 | -9 | 0 | 3
CC(C)CCOc1ccc(C(=O)NCCC(=O)N2CCOCC2)cc1 | -8 | 17 | 3.6 | -21 | 1 | 2 | -12 | 2 | 6 | 0
O=C(Nc1ccc2nc3n(c(=O)c2c1)CCCCC3)c1c(F)ccc([N+](=O)[O-])c1F | 7 | -2 | -1.3 | 8 | 26* | 6 | 0 | -35 | 0 | 17
O=C(OCc1ccc(Cl)cc1Cl)c1cccnc1Cl | -13 | 7 | 3.2 | 4 | 6 | -7 | 4 | -1 | 12 | -3
CC(=O)c1cccc(NC(=O)COC(=O)CCC(=O)c2ccc(F)cc2)c1 | 4 | · | -0.2 | -2 | 8 | · | -2 | 1 | 4 | -2
CCOC(=O)c1[nH]c2ccc(OC)cc2c1NC(=S)N1CCN(c2ccccn2)CC1 | 8 | 6 | -0.8 | 9 | -6 | -3 | -4 | -3 | -7 | 4
CCC(=O)N1CCN(c2ccccc2NC(=O)COc2cc(C)ccc2C(C)C)CC1 | -2 | -5 | -0.4 | -13 | 3 | 7 | -5 | 2 | -8 | -3
Oc1ccc2c3c1OC1c4[nH]c5ccccc5c4C[C@@]4(O)C(C2)N(CC2CC2)CC[C@]314 (some centres undefined) | 6 | · | -0.5 | -7 | -12 | · | 12 | 1 | 0 | 12
COc1ccccc1NC(=O)c1ccc(NC(=O)CN2C(=O)CN(C)C2=O)cc1 | -8 | 17 | 0.3 | 15 | -4 | 5 | 6 | 3 | -2 | -1
Cc1ccc2ccccc2[n+]1CCCS(=O)(=O)[O-] | -11 | 11 | 1.1 | 1 | -1 | 2 | 1 | 8 | 14 | -6
Cn1c(CNC(=O)c2ccc(F)cc2)cc2ccccc21 | -12 | 35 | 18 | -1 | 5 | 2 | 19 | 3 | 4 | -12
Cc1ccc2cc(CN(CCCN(C)C)C(=S)NCc3ccccc3)c(=O)[nH]c2c1C | -1 | -4 | 0.0 | -4 | -4 | -1 | 1 | 1 | -1 | 14
C=CCOc1ccc(C2/C(=C(\O)c3ccc(F)cc3)C(=O)C(=O)N2CCCN(C)C)cc1 (centres undefined) | · | 23 | 0.0 | 13 | -2 | -6 | -1 | -5 | 8 | 0
CC(C)NCC(O)(c1ccc(Cl)cc1)c1ccc(Cl)cc1 | -7 | 37 | -0.3 | 8 | 1 | 2 | -7 | 4 | -5 | 5
CN(C)/C=C/C(=O)c1ccc(C(F)(F)F)cc1F | -19 | 17 | 0.1 | -4 | -5 | 0 | -5 | -3 | -5 | 3
O=C(CSCC(=O)Nc1nccs1)Nc1ccccc1 | -12 | -6 | -0.1 | 3 | 0 | -3 | -4 | 2 | -14 | 2
O=C(CCc1ccccc1)Nc1c(F)c(F)c(F)c(F)c1F | -13 | 4 | -0.5 | 24 | 5 | 6 | -6 | · | -5 | 4
N/C(=N\OC(=O)CCC1CCCCC1)c1cccnc1 | · | 13 | -2.2 | 7 | -4 | -2 | -4 | 1 | -2 | 4
CCN(CC)S(=O)(=O)c1ccc(Cl)c(NC(=O)COC(=O)c2nc3nc(C)cc(C)n3n2)c1 | -7 | · | -0.2 | 6 | -1 | · | -6 | -9 | -5 | 4
CCNC(=O)[C@H]1O[C@@H](n2cnc3c(N)nc(NCCc4ccc(CCC(=O)O)cc4)nc32)[C@H](O)[C@@H]1O | -7 | 6 | -1.6 | 5 | 8 | · | -9 | 1 | -3 | -3
Cc1ccc(C)c(Cn2nc3c4ccccc4n(Cc4ccccc4)cc-3c2=O)c1 | 12 | -60 | -4.6 | -5 | 5 | 0 | 9 | · | ? | 2
CC(NC(=O)Nc1nccs1)(C(F)(F)F)C(F)(F)F | 3 | 8 | 0.1 | -1 | 3 | -3 | 3 | 2 | -2 | -5
CCN(Cc1ccncc1)C(=O)CCc1nnc(CCC2CCCCC2)o1 | -7 | 16 | 0.3 | -8 | 11 | 3 | 0 | 6 | -3 | -8
CCOC(=O)C1(Cc2cccc(Cl)c2)CCCN(C(=O)c2cnn(CC)c2)C1 (centres undefined) | 4 | 17 | 4.0 | 8 | 1 | -4 | 0 | 5 | 11 | 0
CCc1ccc(NC(=O)[C@H](Cc2ccccc2)NC(=O)C2CCN(C(=O)[C@@H](N)CC(C)C)CC2)cc1 | -5 | -4 | 0.1 | -5 | 7 | 0 | -6 | 3 | -9 | 16
CC(Sc1ccccc1)C(=O)NN=C1CCCCCCC1 (centres undefined) | -9 | -6 | 0.7 | 11 | 3 | 5 | 0 | -8 | -7 | 4
CCOc1ccc(S(=O)(=O)NCc2ccco2)c2ccccc12 | 12 | 17 | 0.6 | 32* | -1 | -1 | -3 | 4 | -13 | -1
O=C(NCc1ccco1)C(Cc1ccccc1)N1C(=O)C2C3C=CC(C3)C2C1=O (centres undefined) | -11 | 36 | 0.0 | 20 | 0 | 0 | -5 | -4 | -14 | 2
O=C(c1ccc2oc(CCCc3ccccc3)nc2c1)N1CCCC1 | -7 | 2 | 0.4 | 11 | -2 | -4 | 9 | -8 | 1 | -2
CNC(=O)CN(c1cccc(Br)c1)S(C)(=O)=O | -14 | 21 | 0.5 | 2 | 0 | -1 | -2 | -3 | -14 | 9
COCCNC(=O)NC(=O)CN1C(=O)NC(Cc2c[nH]c3ccccc23)C1=O (centres undefined) | 7 | 8 | -2.1 | 6 | 13 | -2 | -16 | -5 | 2 | 5
CN(c1cccc(Cl)c1)S(=O)(=O)c1cccc(C(=O)Nc2nc3ccccc3[nH]2)c1 | 9 | 51* | -1.6 | -1 | 23 | 3 | -4 | -43 | -19 | -10
O=C(O)c1c2c(nc3ccc(S(=O)(=O)N4CCC(C(=O)N5CCCCC5)CC4)cc13)CCCC2 | -16 | 38 | -0.2 | 7 | 2 | 1 | -3 | -2 | -9 | 7
CC(C)(C)C1CCC(OC(=O)c2cncc(Br)c2)CC1 (centres undefined) | -2 | 41 | 0.0 | -4 | -5 | -1 | -3 | 1 | -3 | 8
